RECQ1 inh – blocks DNA unwinding by human RECQ1 | Potency, µM (top dose mostly 57.3 µM), inactives show at the top dose activity, negative = inhibition, hits mostly inhibitors | actives 0.54% (n = 240,000) | AID 2549 | P46063 | RECQ1 DNA unwinding, red fluorescence kinetic read;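 further: plate controls were vehicle for no effect and no enzyme for full effect; nearly all actives have a fitted effect of over 30% in size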
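50 nM RECQ1T1 preincubated 15 min with compound in Tris pH 8.0 buffer with MgCl2, DTT, Tween-20 and 2.5 ug/ml poly(dI-dC); started with 200 nM TAMRA/BHQ-2 forked duplex and 2 mM ATP. Unwinding read as fluorescence (525/598 nm), two reads 2 h apart.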
RGS12 GoLoco inh – RGS12 GoLoco-Gai1 interaction inhibition; actives 0.44% (n = 230,000); Potency, µM (highest dose often 61.6 µM), without a hit: top-dose activity, negative = inhibition, hits mostly inhibitors; P63096; Gai1:RGS12 GoLoco peptide FP, rhodamine, 10 min; AID 880; active means well fitted inhibition curve with a large enough effect, not every such curve was filed as active; inactive means no such curve, though single readings can be large or run the other way; further: on the % scale 0 is the no-effect control and ±100 the full control effect; nearly all actives have a fitted effect of over 30% in size; many of its hits are not listed in these tables
Target sequence (P63096 whole entry, looked up): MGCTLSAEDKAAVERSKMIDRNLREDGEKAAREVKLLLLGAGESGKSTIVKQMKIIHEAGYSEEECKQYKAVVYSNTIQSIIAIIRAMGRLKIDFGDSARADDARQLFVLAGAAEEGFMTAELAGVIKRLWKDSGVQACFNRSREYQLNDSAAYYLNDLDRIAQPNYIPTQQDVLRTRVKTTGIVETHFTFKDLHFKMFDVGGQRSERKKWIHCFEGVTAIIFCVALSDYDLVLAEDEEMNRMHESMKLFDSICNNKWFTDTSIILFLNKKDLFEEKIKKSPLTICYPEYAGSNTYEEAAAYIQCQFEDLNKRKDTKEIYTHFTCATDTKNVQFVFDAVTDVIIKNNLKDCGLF
SMN2 splice enh – increases expression of the SMN2 splice variant; HEK293 SMN2-luciferase splicing reporter, luminescence, 30-36 h; Potency, µM (titrated, usually from 46.1 µM), inactives show at the top dose activity change, positive = activation, hits mostly activators; actives 2.8% (n = 210,000); further: % of control where 0% means no effect; nearly all actives have a fitted effect of over 55% in size
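HEK293 cells carry an SMN2 minigene-luciferase reporter in which exon 7 inclusion puts luciferase in frame. Cells were seeded at 2000 cells/well, attached for 10-12 hours, then exposed to compounds for 30-36 hours at 37C before ONE-Glo luminescence.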
NPSR antag – neuropeptide S receptor (human) antagonism, cAMP; Q6W5P4; CHO-NPSR cells, cAMP TR-FRET, antagonist mode; Potency, µM (doses to about 38.3 µM), without a hit: top-dose activity change, negative = inhibition, most hits filed as inhibitors; actives 1% (n = 220,000); AID 1461; further: on the % scale 0 is the no-effect control and ±100 the full control effect; nearly all actives have a fitted effect of over 50% in size; many of its hits are not listed in these tables
Target sequence (Q6W5P4 whole entry, looked up): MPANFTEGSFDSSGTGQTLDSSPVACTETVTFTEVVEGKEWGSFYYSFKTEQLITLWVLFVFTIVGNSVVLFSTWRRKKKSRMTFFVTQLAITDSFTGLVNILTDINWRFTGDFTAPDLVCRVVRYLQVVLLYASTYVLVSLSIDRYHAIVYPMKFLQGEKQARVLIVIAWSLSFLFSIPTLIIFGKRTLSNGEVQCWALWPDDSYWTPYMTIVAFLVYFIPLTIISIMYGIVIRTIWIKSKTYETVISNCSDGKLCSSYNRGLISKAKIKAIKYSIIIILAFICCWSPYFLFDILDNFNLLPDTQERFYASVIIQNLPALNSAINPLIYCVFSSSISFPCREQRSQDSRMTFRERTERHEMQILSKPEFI
JMJD2E inh – JMJD2E (human) inhibition. actives 1.6% (n = 230,000). Potency, µM (highest dose often 57.1 µM), for inactives: top-dose activity change, negative = inhibition, usual class: inhibitors. JMJD2E catalytic domain, FDH-coupled NADH fluorescence (FDH is formaldehyde dehydrogenase). B2RXH2; active means well fitted inhibition curve with a large enough effect, not every such curve was filed as active; inconclusive means small, poorly fitted or top-dose-only effect, or another doubt; inactive means no such curve, though single readings can be large or run the other way;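 further: 0% = wells with enzyme and -100% = buffer wells without enzyme; nearly all actives have a fitted effect of over 50% in size; many of its hits are not listed in these tables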
Target sequence (B2RXH2 1-337 limits assumed): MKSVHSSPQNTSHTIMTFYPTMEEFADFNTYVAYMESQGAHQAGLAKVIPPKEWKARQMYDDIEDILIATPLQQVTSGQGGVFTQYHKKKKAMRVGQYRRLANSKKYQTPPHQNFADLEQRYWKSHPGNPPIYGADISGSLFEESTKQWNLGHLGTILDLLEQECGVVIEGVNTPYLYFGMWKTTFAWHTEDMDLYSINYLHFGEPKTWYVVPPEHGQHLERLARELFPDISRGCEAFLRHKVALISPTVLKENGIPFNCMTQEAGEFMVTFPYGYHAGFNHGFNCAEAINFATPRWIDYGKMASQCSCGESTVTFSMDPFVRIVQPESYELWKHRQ
Epigenetic reg – regulators of epigenetic silencing causing reporter derepression in mouse cells; Potency, µM (series often up to 53.9 µM), without a hit: at the highest dose GFP activation, most hits filed as activators; actives 0.2% (n = 280,000); murine LDR cells, GFP reporter derepression, 30 h; further: % of control where 0% means no effect; nearly all actives have a fitted effect of over 60% in size
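Derepression of a silenced CMV-GFP reporter in murine LDR cells is scored by enumerating GFP-positive cells with a laser-scanning microplate cytometer after 30 hours of treatment at 37 C.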
IMPase Li inh – IMPase inhibition in cells with lithium potentiation; CHO-M1 cells, IP1 TR-FRET (IP-One), carbachol + lithium; AID 1457; actives 0.35% (n = 210,000); Potency, µM (titrated, usually from 59.4 µM), for the others: at the top dose activity, negative = IMPase inhibition, actives largely listed as inhibitors;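 further: IP1 builds up when IMPase is blocked and the TR-FRET signal falls; plate controls were basal vehicle for no effect and high inhibitor control for full effect; nearly all actives have a fitted effect of over 50% in size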
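CHO cells stably expressing M1 receptor (2000/well, cultured 16–30 h) treated 30 min at 37C with compound plus low lithium. Cytosolic IP1 by TR-FRET (665/620 ratio and 620 channel) after 10 min lysis; AC50 by Hill fit.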
Luc counter – blocks Kinase-Glo luciferase, a counter-screen artifact. AID 1379. actives 0.28% (n = 200,000). Kinase-Glo luciferase, ATP luminescence, 8 min. Potency, µM (series often up to 38.3 µM), inactives show at the top dose activity change, negative = inhibition, hits mostly inhibitors; further: on the % scale 0 is the no-effect control and ±100 the full control effect; nearly all actives have a fitted effect of over 60% in size
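Light output from Kinase-Glo luciferase with luciferin and 10 uM ATP in 50 mM imidazole pH 7.2, KCl, MgCl2, Tween 20, BSA; compound pin-delivered, 8-min ambient incubation, then luminescence read.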
Active calls of the source: *; i = inactive; ? = inconclusive; / = not tested or not shown; & = joins results of further samples; [ ] = another dose, or the depositor's remark. Unless noted, the call rests on the fitted dose curve; in most records, active means well fitted curve in the direction sought with a large enough effect; inconclusive means small, poorly fitted or top-dose-only effect, or another doubt; inactive means no such curve, though single readings can be large; an effect the other way counts as inactive or inconclusive. Potency means the concentration at half of the fitted maximal effect.

SMILES	RECQ1 inh	RGS12 GoLoco inh	SMN2 splice enh	NPSR antag	JMJD2E inh	Epigenetic reg	IMPase Li inh	Luc counter
O=C(Nc1ccccc1)Oc1ccccc1	-6%	-1%	25%	1%[46.1 µM]	-8%	-1.0%	29%[38.3 µM]	-6%
COc1ccc(O)c2c(=O)c3c(OC)cc4c(c3oc12)C1C=COC1O4 (configuration not stated)	-3%	8%	/	-1%	-3%	-1.5%	/	/
COC(=O)C[C@]1(C(=O)OC)CN(C#N)N(c2ccc(Cl)cc2)C12c1ccccc1-c1ccccc12	-16%	-7%	-116%[inhibitor]	-14%[46.1 µM]	-2%	0.1%	11%	0%
Cc1nc2ccccc2c(=O)n1-n1cnnc1	i	14%	4%	-3%[46.1 µM]	1%	-0.8%	-14%[38.3 µM]	-5%
Cc1ccc(O)cc1 (tested in a mixture with another compound)	/	4%[14.2 µM]	18%[9.22 µM]	/	/	/	-1%	-6%[7.66 µM]
CCOC(=O)C1(CCCc2ccccc2)CCN(C2CCC2)CC1	-1%	14%	/	-9%	6%	1.1%	2%	2%
CCn1ccnc1CN1CCCC(C(=O)c2ccc(OC)cc2OC)C1 (configuration not stated)	i	20%	/	-23%	-3%	2.6%	18%	-1%
O=C(c1ccccc1)c1cn(CC(=O)N2CCOCC2)c2ccccc12	-13%	12%	-6%	-4%[46.1 µM]	-1%	-1.0%	17%[38.3 µM]	-2%
Clc1cccc(N2CCNCC2)c1Cl	-8%	-8%	-5%	5%[46.1 µM]	0%	-2.0%	-5%	1%
Cc1nc(Cl)sc1C(=O)Nc1ccc2ccccc2c1	i	12%	13µM*	1%	?	3.4%	-1%	-2%
Cc1cc(C)[n+](C2C3CC4CC(C3)CC2C4)o1 (configuration not stated)	-3%	6%	-8%	14%	0%	-0.9%	16%	0%
CCCCn1c(O)c(C(CC)=NCc2ccc3c(c2)OCO3)c(=O)[nH]c1=O	-10%	8%	-25%	-18%[46.1 µM]	-5%	-1.0%	31%[activator][38.3 µM]	2%
O=C(Nc1nccs1)C(Cl)(Cl)Cl	-2%	5%	-7%	-4%	-7%	2.6%	6%	-2%
CC(C)c1ccc(C2N3CCCN23)cc1 (configuration not stated)	-16%	1%	23%	13%	4%	7.0%	-13%	-3%
CCOC(=O)c1c(-n2c(C)cc(C=C3C(=O)NC(=S)NC3=O)c2C)sc2c1CCCC2	?	53%[activator]	-91%[inhibitor]	4µM*	?	?	13%	2%
C=CCn1c(O)c(C=Nc2ccc(N(CC)CC)cc2)c(=O)[nH]c1=O	-4%	10%	-13%	-12%[46.1 µM]	10%	?	21%[38.3 µM]	-1%
CCC1(CC)C(=O)C=CNC1=O	6%	-9%	-1%	/	-5%	-1.3%	-5%&-4%	-2%
CC(=O)Nc1ccc(NC(=O)CN(c2ccc(C34CC5CC(CC(C5)C3)C4)cc2)S(C)(=O)=O)cc1	i	4%	-32%[inhibitor]	-8%[46.1 µM]	7%	-1.2%	12%[38.3 µM]	-5%
NC(N)=Nc1ccc2[nH]c3c(c2c1)C[C@]1(O)[C@@H]2Cc4ccc(O)c5c4[C@]1(CCN2CC1CC1)[C@@H]3O5	-6%	6%	/	/	?	1.1%	26%	0%
COC(=O)c1cccc(N=Cc2c(O)n(Cc3ccc(F)cc3)c(=O)[nH]c2=O)c1	-2%	12%	/	11%	-6%	1.6%	/	/
CCC(=NCCCO)c1c(O)n(-c2ccc(OC)cc2)c(=O)[nH]c1=O	-6%	/	/	-5%[46.1 µM]	7%	-1.8%	/	/
CC(C)C[C@H]1C(=O)N2CCC[C@@H]2[C@@]2(O)O[C@](NC(=O)[C@@H]3C=C4c5cccc6[nH]cc(c56)C[C@@H]4N(C)C3)(C(C)C)C(=O)N12	?	-2%[21.6 µM]	5%[20.6 µM]	/	?	-1.4%[16.9 µM]	9%	-7%[17.1 µM]
COc1cccc(C(=O)N2CCN(Cc3ccccn3)CC2)c1OC	-7%	48%[activator]	9%	-3%[46.1 µM]	55%[activator]	0.0%	0%[38.3 µM]	2%
CCOc1cc(C(=O)N2CCC3(CC2)OCCO3)cc(OCC)c1OCC	-3%	-6%	-9%	8%[46.1 µM]	-8%	0.0%	-3%	0%
CN1CCC2(O)OCCCC2C1 (configuration not stated)	-6%	-6%	/	-8%	21%	-0.8%	/	/
New compounds follow
SMILES	RECQ1 inh	RGS12 GoLoco inh	SMN2 splice enh	NPSR antag	JMJD2E inh	Epigenetic reg	IMPase Li inh	Luc counter
C=CCN1C(=O)NC(=O)/C(=C/c2ccoc2)C1=O	i	3%	0%	7%	-3%	0.0%	0%	5%
Cc1ccc(-n2c(O)c(/C=N/c3ncc(Br)cc3Br)c(=O)[nH]c2=O)cc1	i	14%	-16%	?	-171%	3.6%	?	2%
Cc1ccc(C2(O)CCN3CCCCC32)cc1 (configuration not stated)	i	-3%	-6%	8%[7.67 µM]	2%	-2.4%	-8%[38.3 µM]	-1%
C[N+]1(C)CCOC(O)(c2ccc(-c3ccc(C4(O)C[N+](C)(C)CCO4)cc3)cc2)C1 (configuration not stated)	62%&79%&-17%[activator]	11%&8%&9%	-7%&-1%&-29%	-11%[46.1 µM]	?	1.1%&0.0%&-0.2%	5%&6%&2%	-4%&0%
COc1cc2c(cc1O)CC[n+]1cc3c(OC)c(OC)ccc3cc1-2	5%	11%	-35%[inhibitor]	-52%	?	0.3%	44%[activator]	0%
Cc1ccc(N=C=O)cc1N=C=O	9%	11%	4%	/	/	/	5%	/
N[C@@H](Cc1ccc(N(CCCl)CCCl)cc1)C(=O)O	4%	26%	-48%[inhibitor]	/	/	/	19%	/
CN(C)CCCN=Cc1c(O)n(CCc2ccccc2)c(=O)[nH]c1=O	-12%	15%	-4%	-1%[46.1 µM]	1%	0.7%	16%[38.3 µM]	-1%
O=C(Nc1ccccc1)N1CCC2(CC1)CCN(C(=O)Oc1ccccc1)CC2	i	5%	-23%	/	/	/	-5%	-2%
COC(C)C(O)(C(=O)OC1=CCN2CC[C@H](O)[C@H]12)C(C)C (some centres not stated)	-7%	7%	/	/	-2%	-4.6%	27%	-1%
O=C(c1cc(-c2ccc(Cl)cc2)n(-c2ccc(Cl)cc2Cl)n1)N1CCOCC1	-4%	-15%	-33%[inhibitor]	-28%[46.1 µM]	6%	0.3%	13%[38.3 µM]	-4%
COc1cc2occc2c2oc(=O)ccc12	-17%&1%	2%&12%&9%	1%&13%&-4%	15%	?	-1.1%&2.4%&0.0%	17%&-7%&1%	0%&4%&0%
CNC(=O)OCC[N+](C)(C)C	-3%	-7%	-35%[inhibitor]	4%[46.1 µM]	1%	-1.2%	8%	-1%
O=C(O)CSC(=S)N1CC2CC(C1)c1cccc(=O)n1C2 (configuration not stated)	i	-6%	3%	19%	1%	-4.7%	-2%	3%
c1ccc2c(c1)CSc1ccccc1C2C1=NCCN1 (configuration not stated)	4%	1%	-10%	15%	-7%	-1.1%	5%	2%
O=C(c1ccc2nc(-c3ccco3)c(-c3ccco3)nc2c1)N1CCC2(CC1)OCCO2	13µM*	-14%	3%	-21%[46.1 µM]	?	-0.9%	11%	0%
C=C(C)[C@H]1Cc2c(ccc3c2O[C@@H]2COc4cc(OC)c(OC)cc4[C@@H]2C3=O)O1	-16%	-8%&0%&4%	-78%[inhibitor]	?	?	-2.2%&0.1%	42%&31%[activator]	-1%&1%
CC1(C)CN2C(c3ccc(Cl)cc3)N2C1 (configuration not stated)	-7%	6%	1%	-3%[46.1 µM]	-12%	1.3%	-2%[38.3 µM]	-4%
Cc1ccc(-c2nc3ccccc3c(=O)n2-c2ccc(O)cc2)cc1	-21%	3%	-28%	-12%	6%	-1.2%	1%	0%
COc1cccc(NP(=O)(Oc2ccccc2Cl)Oc2ccccc2Cl)c1	-15%	3%	-16%	-25%	-4%	-1.0%	7%	4%
Cn1c(O)c(C(c2ccncc2)c2c(O)n(C)c(=S)n(C)c2=O)c(=O)n(C)c1=S	i	-15%	5%	-3%[46.1 µM]	-2%	-1.0%	20%[38.3 µM]	19%
NCC(O)c1ccc(O)cc1 (configuration not stated)	15%&-8%&0%&-11%&12%&21%	-32%&8%&-4%&9%&-5%&1%	-18%&5%&-5%&13%&-1%&5%	-10%	?	4.8%&1.1%&0.4%&13%&0.0%	-3%&6%&-7%&8%&-5%&13%	1%&-3%&-2%&-2%
COC(=O)C(O)(c1ccc(NC(=O)Oc2ccccc2)cc1)C(F)(F)F (configuration not stated)	-1%	9%	18%	19%	3%	0.0%	2%	-2%
Cc1c(N=Nc2c(O)[nH]c(=O)[nH]c2=O)c(=O)n(-c2ccccc2)n1C	6%	-15%	21%	-10%	3.5µM*	1.3%	12%	1%
CCc1nc2ccccc2c(=O)n1-c1cccc(OC)c1	i	-13%	-8%	-7%[46.1 µM]	-4%	-1.4%	-6%[38.3 µM]	-1%

The closing 3 records of the part before lead into the next:
SMILES	RECQ1 inh	RGS12 GoLoco inh	SMN2 splice enh	NPSR antag	JMJD2E inh	Epigenetic reg	IMPase Li inh	Luc counter
COC(=O)C(O)(c1ccc(NC(=O)Oc2ccccc2)cc1)C(F)(F)F (configuration not stated)	-1%	9%	18%	19%	3%	0.0%	2%	-2%
Cc1c(N=Nc2c(O)[nH]c(=O)[nH]c2=O)c(=O)n(-c2ccccc2)n1C	6%	-15%	21%	-10%	3.5µM*	1.3%	12%	1%
CCc1nc2ccccc2c(=O)n1-c1cccc(OC)c1	i	-13%	-8%	-7%[46.1 µM]	-4%	-1.4%	-6%[38.3 µM]	-1%
Cn1cc2c([N+](=O)[O-])cc([N+](=O)[O-])cc2n1	2%	-6%	-7%	13%	-3%	1.6%	-6%	-7%
CC(=O)NN1C(=O)c2ccccc2NC1c1cccnc1 (configuration not stated)	13%	-3%	-4%	10%	?	1.7%	-9%	-1%
C[C@]12CCC(=O)C=C1CCC1C2CC[C@@]2(C)C1CC[C@@]2(O)CC#N (some centres not stated)	-4%	7%	-14%	-14%[46.1 µM]	-4%	2.9%	-8%[38.3 µM]	2%
ClCC(Cl)Cl	-4%	-62%	-1%	/	/	/	5%	/
CCOP(=O)(OCC)c1nc(-c2cccc3ccccc23)oc1N1CCCCC1	i	4%	-14%	?	?	-5.2%	-8%	-1%
CCCCC/C=C\C/C=C\C/C=C\CCCCC(=O)NCCO	1%	3%	-6%	/	-3%	-1.1%	3%	2%

Not all compounds are listed, so the mix of outcomes need not match the whole.
